mHTT CaM bind: mutant huntingtin-calmodulin interaction inhibitors – biochemical, AlphaScreen, primary screen | P42858 | AlphaScreen His-mHTT/GST-CaM binding, luminescence | inhibition, % at 15 µM | actives 3.6% (n = 190,000) | AID 1671202, 2021;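 further: 0% = both proteins with DMSO and 100% = one protein alone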
Pf apPOL block: Pf-apPOL inhibitors, biochemical, fluorescence. Recombinant Pf-apPOL, molecular beacon fluorescence, 1.5 h. inhibition, % at 10 µM. actives 0.25% (n = 210,000). AID 1794808, 2022
Starred values were filed as active, the others as inactive; . = no result given; & = joins results of further samples. No stated cut-off is given here; in the data, active means inhibition above about 50%; inactive means the rest. The list is partial; the hit share may differ from the screen's.

Structure	Pf apPOL block	mHTT CaM bind
COc1cc(-c2cc(OC)c(C)cc2OC)c(OC)cc1C	-5&3	.
O=C(NC1CC1)c1ccc(OCC2CCCN2C(=O)Cc2ccc(F)cc2)cc1 (centres undefined)	0	5
O=CN1CCn2c3c(c(=O)c4cc(C5CCCCC5)ccc42)CCC31 (centres undefined)	10	82*
COc1ccc([N+](=O)[O-])cc1NC(=O)c1cncc(Br)c1	-6	0
CCOc1ccccc1C(=O)N1CCC(c2nc3cccnc3n2CC)C1 (centres undefined)	-6	2
CN(CCCC(=O)O)S(=O)(=O)c1ccc(N)cc1	2	-11
Cc1ccccc1CN(C)C1CCN(C)CC1	-2	-7
O=C(NC1CC2CC1CN2S(=O)(=O)c1ccc(C(F)(F)F)cc1)c1cccnc1 (centres undefined)	-3	16
O=[N+]([O-])c1ccc(C(=C(Cl)Cl)c2ccc([N+](=O)[O-])cc2)cc1	-1	12
COc1ccc2nc(-c3ccc(NS(=O)(=O)c4ccccc4C(F)(F)F)cc3)cn2n1	-8	13
CN(Cc1ccccc1)C(=O)COc1ccc(Cl)cc1	0	-9
CCOC(=O)CCN(Cc1ccco1)S(=O)(=O)c1ccc(-c2ccnc(SC)n2)s1	-3	.
C[C@H]1[C@@H](OC(=O)Nc2ccccc2F)CC[C@@]23CCCN2C(=O)CCC[C@@H]13	-7	-12
COc1cc(CNC(=O)C2CCN(c3nccc(C)n3)CC2)cc(OC)c1OC	-3	-9
CCc1cc2c(=O)c(-c3nc4ccccc4[nH]3)coc2cc1O	-4&-10&-18	-2&-3
CCCCC(=O)Nc1ccc(S(=O)(=O)Nc2cc(OC)ncn2)cc1	-8	0
CCCCOc1ccc(N2C(=O)CC(N3CCN(Cc4ccc5c(c4)OCO5)CC3)C2=O)cc1 (centres undefined)	-1	7
CC(C)(C)NC(=O)N1CCC(CNC(=O)c2ccco2)CC1	-4	-12
COc1ccc(/C=C2\C=C(c3ccccc3)N(c3ccc(NC(C)=O)cc3)C2=O)cc1	-3	43
COc1ccc(OC)c(/C=c2\sc3ncnn3c2=O)c1	17	2
CCN1C(=O)CCC2(CN(C)S(=O)(=O)c3cccs3)CCCC12 (centres undefined)	-5	-13
Cc1cc(C)n2c(Br)c(CSc3nncn3-c3ccccc3)nc2n1	-4	3
CC1C(=O)NCCN1C(=O)c1ccc(Oc2ccccc2)cc1 (centres undefined)	-11	-12
COc1cccc(-c2cn3ccn(-c4ccc5c(c4)CCC5)c(=O)c3n2)c1	-7	3
CCCC(=O)NCCc1ccccc1	-7	2
Cc1nnc(-c2cccn2CC(=O)NCc2ccccc2)o1	3	-5
O=C(Nc1nc2c(s1)CN(C(=O)C1(c3ccccc3)CCOCC1)CC2)c1cnccn1	18	26
O=[N+]([O-])c1ccc(CN2CCCN(S(=O)(=O)c3ccc(Br)s3)CC2)cc1	-2	5
Cc1cc(Nc2ccc(N(C)C)cc2)c2cc(Cl)ccc2n1	-6	73*
Cc1ccc(F)cc1N1C(=O)CSC1c1cccc([N+](=O)[O-])c1 (centres undefined)	-1	0

A draw from above in order of molecular weight, lowest first.
Structure	Pf apPOL block	mHTT CaM bind
COc1ccc([N+](=O)[O-])cc1NC(=O)c1cncc(Br)c1	-6	0
O=[N+]([O-])c1ccc(CN2CCCN(S(=O)(=O)c3ccc(Br)s3)CC2)cc1	-2	5
CCCCOc1ccc(N2C(=O)CC(N3CCN(Cc4ccc5c(c4)OCO5)CC3)C2=O)cc1 (centres undefined)	-1	7

Back to the main list; the four compounds before the break are reprinted first.
Structure	Pf apPOL block	mHTT CaM bind
O=C(Nc1nc2c(s1)CN(C(=O)C1(c3ccccc3)CCOCC1)CC2)c1cnccn1	18	26
O=[N+]([O-])c1ccc(CN2CCCN(S(=O)(=O)c3ccc(Br)s3)CC2)cc1	-2	5
Cc1cc(Nc2ccc(N(C)C)cc2)c2cc(Cl)ccc2n1	-6	73*
Cc1ccc(F)cc1N1C(=O)CSC1c1cccc([N+](=O)[O-])c1 (centres undefined)	-1	0
CC1CC(NC(=S)NC2CC3CC2C2C=CCC32)CC(C)(C)C1 (centres undefined)	-1	.
CC1C(=O)N(Cc2cn(CC3CCCCC3)nn2)CCS(=O)(=O)N1Cc1ccc(-c2ccc(F)nc2)cc1 (centres undefined)	-4	38
O=C(CN1C(=O)NC2(CCCCC2)C1=O)Nc1cccc(Cl)c1	-4	1
Cc1ccccc1C(=O)Nc1c2c(nn1-c1ccccc1C)CSC2	-11	42
Cc1ccc(N2C(=O)C3N=NN(c4ccccc4)C3C2=O)cc1F (centres undefined)	0	-8
Cc1cc(N2CCN(C(=O)c3ccccc3)CC2)nc(-c2cccc(F)c2)n1	4	18
COc1cc(C(=O)NC(C)CCc2ccccc2)c([N+](=O)[O-])cc1OC (centres undefined)	-10	0
COc1ccc(C2=NN(C(=O)c3ccccc3Cl)C(c3cccc([N+](=O)[O-])c3)C2)cc1 (centres undefined)	14	31
CN(C)CCCNC(=O)c1ccc(CN(c2ccccc2)S(C)(=O)=O)cc1	1	1
O=C(O)c1cccc(C(=O)c2ccc3c(c2)C(=O)N(c2cccnc2)C3=O)c1	5	3
Cc1ccccc1C(=O)Nc1ccc(S(=O)(=O)N2CCC(C)CC2)cc1	-1	-5
CCn1c(=O)c(N2CCN(C(=O)c3ccc(F)c(F)c3)CC2)nc2ccccc21	-8	0
Cn1c(C2CCN(C(=O)c3cc(F)cc(F)c3)C2)nc2cccnc21 (centres undefined)	-6	-3
O=C(O)c1ccc(N=Cc2cc(Br)cc(Br)c2O)cc1	0	7
O=C1CCC(=O)N1c1ccc(CSc2nc3ccccc3[nH]2)cc1	-11	-4
O=C(CCSc1ccccc1)NC1CC1	-4	-3
C#CCOc1ccc(/C=C2/C(=O)ON=C2C)cc1Br	-2	15
CCOC(=O)C1CCN(Cc2cc(=O)oc3cc(OC)ccc23)CC1	-23	-1
CCc1ccc(NC(=O)N2CCC(n3c(-c4ccco4)nc4cccnc43)C2)cc1 (centres undefined)	0	51*
O=C(NCc1ccc2c(c1)OCO2)C(=O)NCC(c1cccc2ccccc12)N1CCCC1 (centres undefined)	4	17
CCN1CCN(C(=O)c2ccccc2[N+](=O)[O-])CC1	-1	4
CC(=O)N1N=C(c2ccncc2)OC1c1cn(-c2ccccc2)nc1-c1ccc([N+](=O)[O-])cc1 (centres undefined)	-8	.
Cc1cc(C)cc(NC(=O)c2cc(C)n3nccc3n2)c1	0	-5
CCOc1ccc(-c2nc3s/c(=C\c4cccc(OC)c4)c(=O)n3n2)cc1	5	0
CC(=O)Nc1ccccc1NC(=O)CCC1CCCCC1	0	-12
Cc1cc(C)n(-c2cccc(Cl)c2)c(=O)c1C#N	-3	-5
Cc1ccc(NC(=O)Cc2nnc(-c3ccc4ncccc4c3)o2)cc1	3	-1
Cc1cc2[nH]c(C(=O)Nc3ccc(Cl)cc3F)c(CN3CCOCC3)c2s1	32	24
COc1ccccc1NC(=O)N1CCC2(CC1)Nc1ccccc1-n1cccc12	-6	35
O=C1Nc2ccc(Br)cc2C12OCCO2	8&-3	.

Entries above containing two or more sulfur atoms (3):
Structure	Pf apPOL block	mHTT CaM bind
CCOC(=O)CCN(Cc1ccco1)S(=O)(=O)c1ccc(-c2ccnc(SC)n2)s1	-3	.
CCN1C(=O)CCC2(CN(C)S(=O)(=O)c3cccs3)CCCC12 (centres undefined)	-5	-13
O=[N+]([O-])c1ccc(CN2CCCN(S(=O)(=O)c3ccc(Br)s3)CC2)cc1	-2	5

Additional compounds follow:
Structure	Pf apPOL block	mHTT CaM bind
O=C1c2ccccc2C(=O)N1N=Cc1c(O)ccc2ccccc12	12&25	.
O=C1OC(c2cccc([N+](=O)[O-])c2)=N/C1=C\c1ccccc1	1	-4
CCN1CCn2cc(C(=O)N3CCN(c4ccccc4Cl)CC3)nc2C1	-3	15
NS(=O)(=O)c1ccc2oc(CCl)nc2c1	.	-1
CC(C)(C)c1ccc(CC(=O)c2ccc(O)cc2O)cc1	-4	25
CN(c1cccc(F)c1)c1cc2c(c3c1ccn3C)C1CCC2C1 (centres undefined)	-1	29
COc1cccc(OCc2noc(-c3cccc(Cl)c3)n2)c1	-1	-43
CCC(=O)Oc1ccc2c(c1)OC(=Cc1ccc(C(=O)OC)cc1)C2=O	-1	8
N#CCCC(=O)c1ccccc1	-4	-1
O=C(Nc1c2c(nn1-c1ccc([N+](=O)[O-])cc1)CSC2)c1ccc(F)cc1	58*	34
O=S(=O)(Nc1nc(SCc2ccc(Cl)cc2)n[nH]1)c1ccc(F)cc1	-4&-3	.
CC(C)c1ccc(C2SCC(=O)N2CCCN2CCN(C)CC2)cc1 (centres undefined)	-2	6
Cc1ccc(C)c(NC(=O)C2C(C=C(Cl)Cl)C2(C)C)c1 (centres undefined)	-8	-15
COc1ccc(N2CCN(CC(O)COCC34CC5CC(CC(C5)C3)C4)CC2)cc1 (centres undefined)	-7	70*
CC(C)COc1ccc2c(c1)Sc1ccccc1N2CCN(C)C	-20	93*
COc1ccc(NC(=O)N2CCn3c(C)ccc3C2C(C)C)cc1OC (centres undefined)	-8	15
Cc1cc(OCC(=O)Nc2ccccc2F)ccc1C(C)C	-6	-84
CN(C)c1ccc(C2N(c3ccc(F)cc3)C(=O)C3CCCN32)cc1 (centres undefined)	-1	21
CC(=O)Nc1ccc(SC[C@H](c2ccccc2)N2CCN(CC(C)C)CCC2=O)cc1	-3	40
CC(Oc1ccccc1)C(=O)N1CCN(c2ccccn2)CC1 (centres undefined)	-10	-3
O=C(c1cc(F)c(F)cc1Cl)N1CCCCCC1	-4	-6
CS(=O)(=O)N(Cc1ccc(C(=O)Nc2ccccc2C(=O)N2CCCC2)cc1)c1ccccc1	-1	8
COc1cccc(C(=O)N2CCC(Nc3cccnc3)C2)c1 (centres undefined)	-5	-3
N#Cc1c(NC(=O)CSc2sc3c(=O)[nH]c(=O)[nH]c3c2C#N)sc2c1CCCC2	.	21
CCCCc1c(C(=O)O)cc(C)cc1C(=O)O	-2	-1
COc1cc(C=O)ccc1Oc1nc(C)nc2sc3c(c12)CCCC3	-2	-7
COc1ccc(/C=C2\C=C(c3cc(OC)ccc3OC)OC2=O)c(OC)c1	3	38
CCN1CCN(CC(O)COC23CC4CC(CC(C4)C2)C3)CC1 (centres undefined)	4	-3
CCn1c(=O)c2c(ncn2Cc2ccccc2)n(-c2ccc(Cl)cc2)c1=O	-5	1
Cc1ccc(NC(=O)Cc2ccccc2)c(NC(=O)Cc2ccccc2)c1	-8	-5

Record cards (already shown):
Results for CC(C)c1ccc(C2SCC(=O)N2CCCN2CCN(C)CC2)cc1 (centres undefined) : Pf apPOL block: -2; mHTT CaM bind: 6
Results for Cc1cc(OCC(=O)Nc2ccccc2F)ccc1C(C)C : Pf apPOL block: -6; mHTT CaM bind: -84

Next entries:
Structure	Pf apPOL block	mHTT CaM bind
COc1ccc(C=C2C(=O)OC(c3ccccc3)OC2=O)c(OC)c1OC (centres undefined)	9	9
COc1ccc(-n2nc(C(=O)Nc3ccc4c(c3)OCO4)c3ccccc3c2=O)c(OC)c1	-6	2
Cc1ccccc1N1CCN(C(=O)c2cccc(F)c2)C(C)C1=O (centres undefined)	1	-6
CCOC(=O)N1CCc2nn(CC(=O)NC(C)CCc3ccccc3)c(=O)cc2C1 (centres undefined)	-4	11
CN1CCN(c2nc3c(c(=O)n(C)c(=O)n3C)n2CCSc2nc3ccccc3o2)CC1	-1	1
NNC(=O)C(=O)Nc1nc(-c2ccc(Cl)cc2)cs1	-6	-2
Cn1cc(-c2noc(C3CCCC3)n2)ccc1=O	0	-3
NC(=Nc1ccccc1)Nc1ccccc1	-4	-8&-5
CNC(=O)N1CCc2ccc(C(=O)NC(C)C)cc21	2	-8
COc1ccc(S(=O)(=O)NCc2ccco2)cc1OC	-3	-9
CN(Cc1ccccc1)c1cc2c(c3c1ccn3C)C1CCC2C1 (centres undefined)	-3	71*
COc1cc(C2NCCc3cc(O)c(O)cc32)ccc1O (centres undefined)	2	-3
CC(=O)c1cccc(Nc2nc(-c3ccc(Cl)cc3)cs2)c1	-1	-4
Cc1ccc(F)c(NC(=O)c2cc(C)n3nccc3n2)c1	-1	-14
CN1C(=O)/C(=C/C=C2/CCCN2C)N(C)C1=S	.	11
O=C(NCc1ccccc1)c1ccc(Br)o1	0	-6
COCCNC(=O)CNc1c(-c2ccccc2)nc2ccccn12	3	-1
CC(=O)c1c(N=CN(C)C)nc(C)nc1-c1ccccc1	-10	0
C=CCc1ccc(-c2ccc([N+](=O)[O-])cc2)nc1	-5	0
Cn1nc(COCc2ccccc2)c2c1CCN(C(=O)Nc1ccccc1)C2	-3	18
COc1cc(CN2CCCC2c2cc(C)on2)ccc1OCC(N)=O (centres undefined)	-6	-4
CCOc1ccccc1NC(=O)Cn1c(=O)sc2ccccc21	10	-4

High-throughput results as filed in PubChem BioAssay.
